BLM inh – qHTS Assay for Inhibitors of Bloom's syndrome helicase (BLM) | RecQ-like DNA helicase BLM (Homo sapiens), P54132 | recombinant BLM DNA unwinding, fluorescence dequenching | Potency, µM (titrated, usually from 56.1 µM), for the others: at the top dose activity change, negative = inhibition, usual class: inhibitors | 350,000 compounds, 0.2% hits | AID 2528, 2010;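 note: potency is the fitted concentration of half-maximal effect; plate controls were vehicle for no effect and no enzyme for full effect; nearly all actives have a fitted effect of over 35% in size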
POLB inh – qHTS Assay for Inhibitors of DNA Polymerase Beta. 340,000 compounds, 1.3% hits. Pol beta primer extension/strand displacement, fluorescence kinetic. P06746. Potency, µM (top dose mostly 114 µM), for inactives: at the top dose activity change, negative = inhibition, usual class: inhibitors; note: potency is the fitted concentration of half-maximal effect; % is set by controls: 0 for no effect and ±100 for the full control effect
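10 nM enzyme + cpd, 15 min RT; start with substrate 50 nM final; read 0 min and after 10 min RT. Corrected, normalized data; 4-parameter Hill curve fit.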
Pol iota inh – qHTS for Inhibitors of Polymerase Iota | DNA polymerase iota (Homo sapiens), Q9UNA4 | Pol iota fluorescent replication assay, 10 min | Potency, µM (doses to about 115 µM), for inactives: top-dose activity, negative = inhibition, most hits filed as inhibitors | 390,000 compounds, 1% hits; note: potency is the fitted concentration of half-maximal effect
Target sequence (Q9UNA4 whole entry, looked up): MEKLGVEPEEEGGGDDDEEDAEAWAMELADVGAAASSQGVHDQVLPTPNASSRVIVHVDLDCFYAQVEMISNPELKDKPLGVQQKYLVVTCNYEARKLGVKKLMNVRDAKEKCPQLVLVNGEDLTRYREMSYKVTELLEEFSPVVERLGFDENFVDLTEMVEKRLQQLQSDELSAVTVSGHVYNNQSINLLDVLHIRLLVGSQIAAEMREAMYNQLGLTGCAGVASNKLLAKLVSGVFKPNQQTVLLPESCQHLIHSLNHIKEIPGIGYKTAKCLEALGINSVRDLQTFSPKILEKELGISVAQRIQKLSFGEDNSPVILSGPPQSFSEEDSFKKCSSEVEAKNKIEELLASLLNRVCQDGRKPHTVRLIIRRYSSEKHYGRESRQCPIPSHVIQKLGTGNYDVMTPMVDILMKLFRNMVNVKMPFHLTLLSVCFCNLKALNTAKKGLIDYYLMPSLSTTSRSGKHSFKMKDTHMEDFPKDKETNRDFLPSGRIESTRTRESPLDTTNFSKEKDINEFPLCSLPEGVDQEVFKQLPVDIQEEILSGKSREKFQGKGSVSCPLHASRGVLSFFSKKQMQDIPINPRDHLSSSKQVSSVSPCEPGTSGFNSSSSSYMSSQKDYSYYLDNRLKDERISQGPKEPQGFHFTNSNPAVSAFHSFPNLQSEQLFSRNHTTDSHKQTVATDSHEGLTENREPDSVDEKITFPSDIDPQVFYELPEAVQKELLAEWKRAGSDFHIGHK
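Pol iota at 10 nM preincubated 15 min with compounds at room temperature; reaction started with fluorescent substrate, 50 nM final. Fluorescence read kinetically at 0 and 10 min; buffer-only wells as negative control.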
Anesthetic bind – qHTS Assay for Identification of Novel General Anesthetics; Ferritin light chain (Equus caballus), P02791; apoferritin/1-aminoanthracene competitive binding, fluorescence; Potency, µM (highest dose often 77.5 µM), for the others: top-dose activity change, negative = displacement, actives largely listed as inhibitors; 350,000 compounds, 0.074% hits; AID 485281, 2010; note: potency is the fitted concentration of half-maximal effect; % is set by controls: 0 for no effect and ±100 for the full control effect; nearly all actives have a fitted effect of over 20% in size
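Steps: apoferritin (10 uM) was premixed with half-saturated 1-AMA in PBS, compounds were pin-transferred, plates stood 10 min at room temperature, fluorescence was read at 380/535 nm, and curves were fitted with a Hill equation.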
APE1 inh – qHTS Assay for Inhibitors of the Human Apurinic/apyrimidinic Endonuclease 1 (APE1); DNA repair nuclease/redox regulator APEX1 (Homo sapiens), P27695; recombinant APE1, TAMRA/BHQ-2 abasic DNA cleavage fluorescence; Potency, µM (titrated, usually from 65.8 µM), inactives show at the highest dose activity change, negative = inhibition, most hits filed as inhibitors; 350,000 compounds, 0.35% hits;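 note: potency is the fitted concentration of half-maximal effect; plate controls were vehicle for no effect and reference inhibitor for full effect; nearly all actives have a fitted effect of over 55% in size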
Target sequence (P27695 whole entry, looked up): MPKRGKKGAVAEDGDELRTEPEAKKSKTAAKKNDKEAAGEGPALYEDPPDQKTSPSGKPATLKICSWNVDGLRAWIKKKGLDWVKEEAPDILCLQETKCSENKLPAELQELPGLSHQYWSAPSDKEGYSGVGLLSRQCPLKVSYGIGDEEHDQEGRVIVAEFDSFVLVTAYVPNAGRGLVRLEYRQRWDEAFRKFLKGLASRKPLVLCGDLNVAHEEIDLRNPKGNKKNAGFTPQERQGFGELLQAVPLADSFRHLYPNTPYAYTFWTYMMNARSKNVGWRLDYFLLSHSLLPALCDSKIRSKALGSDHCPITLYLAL
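Step 1: APE1 (0.75 nM) with compound, 15 min RT. Step 2: add 50 nM fluorophore/quencher THF duplex. Step 3: three fluorescence reads 60 s apart (525/598 nm); read 3 minus read 1 = reaction progress.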
TRHR ag – qHTS for Small Molecule Agonists and Allosteric Enhancers of Human TRH Receptor: Primary Screen for Agonists | Thyrotropin-releasing hormone receptor (Homo sapiens), P34981 | TRHR cells, calcium flux fluo-8, FDSS agonist mode | activation, % at 2 µM | 360,000 compounds, 0.18% hits | AID 493084, 2011; in the data active = activation above about 30%; note: 0% is about no effect
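Read-out: compound-evoked intracellular calcium rise in TRHR cells, fluo-8 dye, kinetic FDSS fluorescence at 1 s/cycle following a 10-cycle baseline. Cells cultured overnight before dye loading (30 min–1.5 h, RT).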
POLK inh – qHTS for Inhibitors of Polymerase Kappa. DNA polymerase kappa (Homo sapiens), Q9UBT6. purified Pol kappa, fluorescent DNA synthesis assay, 10 min. Potency, µM (doses to about 107 µM), for the others: at the top dose activity, negative = inhibition, usual class: inhibitors. 400,000 compounds, 0.53% hits. AID 588579, 2011; note: potency is the fitted concentration of half-maximal effect; % is set by controls: 0 for no effect and ±100 for the full control effect
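Activity was followed as the change in fluorescence between reads at 0 and 10 min after starting the reaction with 50 nM substrate. Beforehand, 10 nM polymerase had been preincubated with compound for 15 min at room temperature.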
ALOX12 inh – Primary qHTS assay for inhibitors of human arachidonate 12S-lipoxygenase (ALOX12): Round 2; AID 1671190, 2021; 580,000 compounds, 1.1% hits; purified 12hLO, xylenol orange hydroperoxide absorbance; Potency, µM (titrated, usually from 108 µM), without a hit: at the top dose activity change, negative = inhibition, actives largely listed as inhibitors; Polyunsaturated fatty acid lipoxygenase ALOX12 (Homo sapiens), P18054; note: potency is the fitted concentration of half-maximal effect; % is set by controls: 0 for no effect and ±100 for the full control effect
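Purified human 12hLO (150 nM final) in 25 mM Hepes, 0.01% Triton X-100, pH 7.0 was preincubated 15 min at room temperature with compound. Then 40 uM arachidonic acid was added, 30 min. Hydroperoxide was read by Fe-XO absorbance ratio 573/405 nm.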
ERG Ets-DNA blk – qHTS for Small Molecule Inhibitors of the ERG Ets/DNA interaction. Transcriptional regulator ERG (Homo sapiens), P11308. fluorescence polarization, His-ERG Ets domain / labelled DNA. Potency, µM (highest dose often 76.9 µM), for inactives: top-dose FP activity, negative = inhibition, actives largely listed as inhibitors. 370,000 compounds, 0.028% hits. AID 624246, 2012; active = well fitted inhibition curve with a large enough effect in the polarisation, with a control signal flat; inconclusive = small, poorly fitted or top-dose-only effect, or effect the other way, or a change in a side signal; inactive = no such curve, though single readings can be large or run the other way; the % refers to the polarisation;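 note: polarization taken with two DNA probes labelled with fluorescein and Texas red; potency is the fitted concentration of half-maximal effect; % of control where 0% means no effect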
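His-tagged ERG Ets domain (1 uM in the protein solution; 300mM KCl, 50mM Tris-HCl, 1mM EDTA, 1mM DTT, pH 7.5) received compound, then a probe mix of 5 nM fluorescein-DNA and 100nM Texas-615-DNA. Fluorescence polarization was read for both dyes.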
* hit, by the source's call; u = inconclusive; x = no result given; & = joins results of further samples; [ ] = remark or other dose. Unless noted, calls come from the whole dose curve; as a rule, active = well fitted curve in the direction sought with a large enough effect; inconclusive = small, poorly fitted or top-dose-only effect, or another doubt; inactive = no such curve, though single readings can be large; an effect the other way counts as inactive or inconclusive.

canonical_smiles	BLM inh	POLB inh	Pol iota inh	Anesthetic bind	APE1 inh	TRHR ag	POLK inh	ALOX12 inh	ERG Ets-DNA blk
CCOC(=O)c1c(C)oc2c1c1c(c3ccccc32)OCN(CCCC(=O)O)C1	-9%	u	u	7%	-5%	-0.5	-24%	u	-16%
CCC(CC)C(=O)Nc1c(C(=O)N2CCN(c3ccccc3)CC2)oc2ccccc12	-9%&-6%	4%&-22%	u	7%&-4%	11%	-0.3&0.4	2%&-17%	-2%&-20%	-1%&-8%
CCCn1nnc(NC(=O)c2ccc(OCC)c(Cl)c2)n1	-1%	-19%	9%	0%	-4%	0.1	-4%	-3%[57.4 µM]	0%
COc1cccc(C(C(=O)NC2CCCCC2)N(C(=O)Cc2cccs2)c2ccc(-n3cnnn3)c(OC)c2)c1 (stereo not drawn)	-7%	17%	-5%	-5%	7%	-0.1	-10%	0%	-2%
C=C(C)CSc1nnc([C@@H](NC(=O)OC(C)(C)C)C(C)CC)o1 (stereo partly drawn)	-5%	12%	4%	-12%	7%	0.8	-11%	-4%	8%
CS(=O)(=O)N1CCC(Oc2ccccc2C(=O)NC2CCOC2)CC1 (stereo not drawn)	4%	21%	3%	-3%	5%	1.2	5%	-1%	-12%
CN(C)c1nc(N)nc(-c2ccco2)n1	-5%	8%	11%	-4%	-1%	0.3	-4%	0%	-3%
Cc1occc1C(=O)NNC(=O)c1ccccc1Br	-2%	19%	17%	-11%	3%	0.1	-12%	-14%	-2%
CC(=O)Nc1cccc(NC(=O)C2CC(=O)N(C3CCCCC3)C2)c1 (stereo not drawn)	-2%	47%	11%	-8%	-10%	0.1	-12%	-26%	-5%
CCCCN1CC(COCc2ccccc2)OCCS1(=O)=O (stereo not drawn)	x	x	21%	x	x	x	0%	2%	1%
O=C(Nc1ccc(S(=O)(=O)Nc2nccs2)cc1)C1=NN(c2ccccc2)C(=O)CC1	8%	u	u	-16%	3%	-0.4	-23%	-20%	-4%
CCOC(=O)c1c(/N=C/c2ccccc2O)sc2c1CCC2	-3%	21%[57.1 µM]	183%[activator]	-1%	-4%	-0.8	-10%	u	0%
CCCc1cc(=O)[nH]c(SCC(=O)N2CC3(C)CC2CC(C)(C)C3)n1 (stereo not drawn)	x	x	5%	x	4%	-0.1	10%	391%[activator]	-2%
N=C(N)N=Nc1c(O)[nH]c2ccc(Br)cc12	-6%	u	33%[activator]	u	-7%	-0.2	-14%	1%	4%
COc1ccc(C(=O)C2CCCCC2=O)cc1 (stereo not drawn)	-9%	3%	-11%	u	u	-0.5	-12%	6%	0%
CCN(CC)S(=O)(=O)c1cccc(C(=O)Nc2ccccc2)c1	-3%	4%	1%	-15%	-2%	0.1	-1%	0%	11%
Cc1sc2ncnc(N3CCN(CCOc4ccc(Cl)cc4)CC3)c2c1C	-1%	-18%	-7%	8%	3%	0.7	-18%	-4%	1%
CCCCN(C)C(=O)c1ccc2c(c1)N(Cc1cccc(Cl)c1)C(=O)c1ccccc1S2=O (stereo not drawn)	-3%	-19%	-13%	u	x	-0.1	-7%[60.1 µM]	-24%	2%
COc1ccc(CCNc2cc(C)[nH]c(=O)c2)cc1OC	-8%	-4%	17%	0%	8%	1.3	3%	u	8%
Cc1onc(-c2ccccc2Cl)c1C(=O)Oc1cc(N)n(S(=O)(=O)c2ccc(F)cc2)n1	-7%	12%	u	-17%	-11%	0.1	-7%	u	6%
O=C1CN(C(=O)c2ccc(Br)o2)C(c2ccccc2)c2cc(Br)ccc2N1 (stereo not drawn)	-4%	-7%	36%	-17%	0%	0.5	-3%	-26%	4%
CCOc1ccc(CC(=O)N/N=C/c2cccnc2)cc1	-1%	109%	76%[activator]	0%	0%	0.1	-4%	135%[activator]	-12%
O=C(OCC(=O)N1CCc2ccccc21)c1cccnc1Cl	3%	4%	31%	u	-2%	0.0	-15%	19%	4%
CN(C)c1ccc(N2C(=NC(=O)c3ccccc3)SC3CS(=O)(=O)CC32)cc1 (stereo not drawn)	-5%	31%	32%[activator]	-12%	12%	-0.5	-10%	10%	-1%
Cc1ccc(NC(=O)c2ccc(CSc3nnc(-c4ccncc4)n3C)cc2)c(C)c1	-11%	14%	0%	-9%	8%	x	-15%	1%	-6%
Cc1cc(C)c2c(C)[nH]nc2n1	7%	15%	131%[activator]	7%	9%	0.7	-6%	0%	-2%
COc1cccc(CN2CC(C(=O)NCCN3CCOCC3)CCC2=O)c1 (stereo not drawn)	-2%	10%	-7%	-7%	40%[activator]	0.1	3%	-12%	6%
O=C(C[C@H]1C/C=C\CCCC(=O)OC[C@H]2CCCN2C1=O)NCCO	x	x	-21%	x	-25%	x	0%	0%	-3%
COc1ccc(CCN2C(=O)N(c3ccc(F)cc3)C(=O)C2CC(=O)Nc2ccc(OC)cc2)cc1 (stereo not drawn)	-7%	21%	9%	-2%	x	0.0	-9%	-30%	-3%
CCOC(=O)c1c(NC(=S)Nc2cccc(C)c2)sc2c1CC(C)(C)SC2	-9%	0%	12%	-3%	1%	-0.8	-5%	u	-1%

Just ERG Ets-DNA blk, for 3 of the compounds above:
SMILES	ERG Ets-DNA blk
CCCCN1CC(COCc2ccccc2)OCCS1(=O)=O (stereo not drawn)	1%
O=C(Nc1ccc(S(=O)(=O)Nc2nccs2)cc1)C1=NN(c2ccccc2)C(=O)CC1	-4%
CCOC(=O)c1c(/N=C/c2ccccc2O)sc2c1CCC2	0%

Ordered by count of non-hydrogen atoms (falling): part of the list above
canonical_smiles	BLM inh	POLB inh	Pol iota inh	Anesthetic bind	APE1 inh	TRHR ag	POLK inh	ALOX12 inh	ERG Ets-DNA blk
COc1cccc(C(C(=O)NC2CCCCC2)N(C(=O)Cc2cccs2)c2ccc(-n3cnnn3)c(OC)c2)c1 (stereo not drawn)	-7%	17%	-5%	-5%	7%	-0.1	-10%	0%	-2%
CCCCN(C)C(=O)c1ccc2c(c1)N(Cc1cccc(Cl)c1)C(=O)c1ccccc1S2=O (stereo not drawn)	-3%	-19%	-13%	u	x	-0.1	-7%[60.1 µM]	-24%	2%
CCCCN1CC(COCc2ccccc2)OCCS1(=O)=O (stereo not drawn)	x	x	21%	x	x	x	0%	2%	1%

The listing continues.
Every second line gives: BLM inh	POLB inh	Pol iota inh	Anesthetic bind	APE1 inh	TRHR ag	POLK inh	ALOX12 inh	ERG Ets-DNA blk
O=C(CCN=C1NS(=O)(=O)c2ccccc21)N1CCc2ccccc2C1
→ 2%	2%	54%[activator]	-6%	5%	0.0	-11%	-15%	-10%
CCOc1ccc(N/C(N)=N/c2nc(C)cc(C)n2)cc1
→ 37%[activator]	14%	26%	-11%	-9%	5.3	-8%	9%	-7%
Cc1cc(NC(=O)/C=C\C(=O)O)c([N+](=O)[O-])cc1C
→ -5%	5%	-3%[58.9 µM]	-2%	-3%	0.5	4%	u	7%
CCCN1CCc2c(sc(NC(=O)C3CCN(S(=O)(=O)c4cccs4)CC3)c2C(N)=O)C1
→ x	x	-11%	x	-17%	11	-15%	-11%	-3%
Cc1ccc(-c2ccc(=O)n(CC(=O)NCCN3CCCCC3C)n2)cc1 (stereo not drawn)
→ 4%	18%	26%	u	-2%	0.0	-5%	-6%	x
CCN1CCN(Cc2c(O)ccc3oc(C)c(C(=O)Nc4cccc(C(F)(F)F)c4)c23)CC1
→ 2%	8%	-2%	-21%	x	4.4	7%	-24%	-2%
COc1cc(OC)c(NC(=O)c2cncn2-c2ccc(F)cc2)cc1Cl
→ -3%	-4%	42%[activator]	0%	44%	0.0	4%	9%	11%
O=C(OCCCOC(=O)c1ccc(Br)o1)c1ccc(Br)o1
→ x	x	6%	x	32%	0.0	-2%	-13%	11%
NC(=O)C1CCN(C(=O)c2ccc(Oc3cc(Cl)cc(Cl)c3)o2)CC1
→ 3%	13%	-15%	0%	4%	-1.5	0%	348%[activator]	-5%
Cc1cccc(C(=O)N=c2sccn2C)c1[N+](=O)[O-]
→ -2%	0%	8%	-15%	37%	-0.5	-6%	2%	1%
C#CCNC(=O)C1=C[C@H](c2ccc(Br)cc2)C[C@H](OCCCCO)O1
→ -3%	11%	5%	-5%	1%	0.0	-4%	u	-10%
COc1ccccc1OCCNC(=O)Cc1ccc(Cl)c(Cl)c1
→ -5%	-14%	97%[activator]	u	1%	-2.9	-3%	-2%	16%
Cc1cnc(C(=O)OCC(=O)N=c2sccn2Cc2ccccc2Cl)cn1
→ -4%	17%	17%	-12%	48%	-0.1	1%	0%	-2%

Screening results (PubChem BioAssay)

This is a subset; the hit share may differ from the screen's.
